Assay outcomes as filed in PubChem.
SW480 rereplic: DNA re-replication induction in SW480 cells; 340,000 compounds, 1.8% hits; Potency, µM (series often up to 46.1 µM), for the others: at the top dose re-replication activation, most hits filed as activators; SW480 DNA re-replication, Hoechst DNA content imaging, 48 h; AID 624297; also: potency is read from the fitted curve at half-maximal effect; % of control where 0% means no effect; nearly all actives have a fitted effect of over 55% in size
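DNA re-replication was detected as more nuclei of elevated Hoechst intensity after 48 hr exposure to compound (23 nL pinned per well of 250 cells).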
GLP1R cytotox: cytotoxicity in counter-screen for GLP-1R inverse agonists; HEK293 cAMP-luciferase reporter cells, luminescence, 24 h; Potency, µM (top dose mostly 38.3 µM), for the others: at the top dose activity change, negative = inhibition, hits mostly inhibitors; 410,000 compounds, 0.13% hits; AID 624418;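 also: loss of luciferase light is scored as toxicity; potency is read from the fitted curve at half-maximal effect; % is scaled to controls: 0 for no effect and ±100 for the full control effect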
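Seeding density was 200 cells/uL; after overnight-length (12 h) culture, 23 nL compounds went on for 24 h at 37 °C. Readout used a luciferase detection reagent, luminescence taken after 12 min at room temperature.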
DRD3 agonist: agonists of human D3 dopamine receptor. P35462. 410,000 compounds, 0.58% hits. max activation, %. D3R DiscoveRx beta-arrestin cells, luminescence, 90 min; in the data active = max activation above about 30%; also: 0% is about no effect; mostly tested at two doses, the higher about 12 µM
Target sequence (P35462 whole entry, looked up): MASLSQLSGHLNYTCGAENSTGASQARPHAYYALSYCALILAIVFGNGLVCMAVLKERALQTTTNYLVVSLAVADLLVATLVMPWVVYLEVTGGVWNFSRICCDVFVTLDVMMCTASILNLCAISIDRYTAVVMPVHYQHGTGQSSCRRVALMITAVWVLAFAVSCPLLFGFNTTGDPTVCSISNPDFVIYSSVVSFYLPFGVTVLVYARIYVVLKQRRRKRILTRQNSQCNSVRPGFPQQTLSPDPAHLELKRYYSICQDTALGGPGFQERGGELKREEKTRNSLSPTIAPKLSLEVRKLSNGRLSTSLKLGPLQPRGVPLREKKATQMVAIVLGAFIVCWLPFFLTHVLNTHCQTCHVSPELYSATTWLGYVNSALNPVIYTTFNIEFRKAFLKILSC
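Agonist-mode cell screen: cells plated at 1500/well and incubated overnight at 37 °C, then exposed to library compounds for 90 min at 37 °C. Detection reagent was added for 30–60 min at room temperature, and luminescence was read.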
KB-3-1 tox: kills parental KB-3-1 adenocarcinoma cells; 400,000 compounds, 1.4% hits; Potency, µM (top dose mostly 46.1 µM), for inactives: at the highest dose activity change, negative = cytotoxic, usual class: cytotoxic; KB-3-1 viability, CellTiter-Glo ATP luminescence, 72 h; AID 1347075; also: potency is read from the fitted curve at half-maximal effect; % is scaled to controls: 0 for no effect and ±100 for the full control effect; nearly all actives have a fitted effect of over 60% in size
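Using CellTiter-Glo luminescence, growth of non-resistant KB-3-1 adenocarcinoma cells is assessed 72 h after pin-tool compound addition at 37 °C. Normalized responses across the concentration series yield fitted curves.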
KB-V1 MDR tox: KB-V1 MDR subline cytotoxicity. KB-V1 MDR cells viability, CellTiter-Glo, 72 h. Potency, µM (highest dose often 46.1 µM), inactives show top-dose activity change, negative = cytotoxicity, usual class: cytotoxic. 400,000 compounds, 3.4% hits. AID 1347076; also: potency is read from the fitted curve at half-maximal effect; % is scaled to controls: 0 for no effect and ±100 for the full control effect; nearly all actives have a fitted effect of over 60% in size
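Cytotoxicity via CellTiter-Glo luminescence after 72 h compound exposure at 37 degrees C. Cells: drug-selected KB-V1 line, DMEM phenol-red free plus 10% FBS. Compounds tested at multiple concentrations; normalized data fitted to concentration-effect curves.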
IL-1B inflam inh: blocks inflammasome-driven IL-1 beta release | THP-1 LPS/ATP IL-1B secretion, AlphaLISA, 16 h; stronger effect = lower value | activity change, % at 57.5 µM | 360,000 compounds, 4.7% hits | AID 743279; in the data active = activity change below about -50%; inconclusive = mostly about -30% to -49%; also: % is scaled to controls: 0 for no effect and ±100 for the full control effect
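Secreted IL-1B measured by AlphaLISA bead assay after 16 h compound exposure of THP-1 cells; compounds (final up to 57.5 uM) added 1 h before LPS (250 ng/mL) and ATP (1.25 mM) stimulation; lower signal means less secretion.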
HT1080 IDH1KD tx: kills HT-1080 cells with IDH1 knockdown; Potency, µM (doses to about 46.1 µM), for inactives: at the highest dose activity, negative = toxicity, usual class: cytotoxic; 360,000 compounds, 2% hits; HT-1080 IDH1 knockdown viability, ATP luminescence, 48 h;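 also: potency is read from the fitted curve at half-maximal effect; 0% = DMSO wells and -100% = cell-free medium wells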
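Luminescent ATP read-out (CellTiter-Glo, 10 min at room temperature) after 48 h compound exposure at 37 °C gave viability of IDH1-knockdown HT-1080 cells. Activity was normalised to DMSO and cell-free wells, then fitted as concentration-response curves.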
MCF10A rereplic: DNA re-replication induction in MCF 10a cells | MCF 10A DNA re-replication, Hoechst nuclear intensity, 48 h | Potency, µM (top dose mostly 46.1 µM), for inactives: top-dose activity, positive = re-replication, usual class: activators | 350,000 compounds, 2.9% hits | AID 624296; also: potency is read from the fitted curve at half-maximal effect; % of control where 0% means no effect; nearly all actives have a fitted effect of over 50% in size
HT1080-NT tox: kills 2HG-producing HT-1080-NT fibrosarcoma cells | Potency, µM (titrated, usually from 46.1 µM), without a hit: top-dose activity, negative = less viability, usual class: cytotoxic | HT-1080-NT fibrosarcoma viability, CellTiter-Glo ATP luminescence, 48 h | 360,000 compounds, 1.6% hits | AID 686970;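 also: NT is the 2HG producing partner of a matched IDH1 knockdown line; potency is read from the fitted curve at half-maximal effect; 0% = DMSO-treated cells and -100% = media-only wells without cells; nearly all actives have a fitted effect of over 55% in size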
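Compounds were tested in concentration-response format on HT-1080-NT cells for 48 hours at 37 degrees C. Cell viability came from CellTiter-Glo luminescence; curves were classified by r2, response magnitude and activity.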
The depositor's hits bear a star; ? = inconclusive; / = not tested or not shown; & = joins results of further samples; ! = not active in a repeat; [ ] = remark or other dose. Unless noted, calls follow the shape of the dose curve; as a rule, active = well fitted curve in the direction sought with a large enough effect; inconclusive = small, poorly fitted or top-dose-only effect, or another doubt; inactive = no such curve, though single readings can be large; an effect the other way counts as inactive or inconclusive. The order is random (roughly 11% active in at least one column).

SMILES	SW480 rereplic	GLP1R cytotox	DRD3 agonist	KB-3-1 tox	KB-V1 MDR tox	IL-1B inflam inh	HT1080 IDH1KD tx	MCF10A rereplic	HT1080-NT tox
CCc1ccc(C(=O)NNC(=O)C2CSC3(C)CCC(=O)N23)cc1 (stereo not drawn)	2%	4%	3	12%	1%	1	9%	-3%	6%
CCOCC(=O)Nc1cc(C)on1	-14%	17%	1	22%	13%	-15	4%	-13%	8%
O=C(Nc1nc(=O)n(C(=O)C2CC2)s1)c1ccccc1	6%	-26%	5	28%	5%	?	-8%	?	13%
COc1cccc(Nc2nc(-c3sc(C)nc3C)cs2)c1	-16%	-12%	-2	0%	-9%	3	-13%	?	-17%
CCOc1ccccc1CNS(=O)(=O)c1ccc(-c2cnc(C3CC3)o2)cc1	?	?	0&-9	1.2µM*	1.5µM*!	32	1.2µM*	1.3µM*	7.3µM*
Nc1cccc(C(=O)Nc2ccc(N)cc2Cl)c1	-13%	-5%	-2	-8%	10%	-16	23%	-7%	0%
O=[N+]([O-])c1ccc(S(=O)(=O)N2CCN=C2SCc2cccnc2)cc1	?	0%	-7	?	-7%	19	-24%	22%	-24%
CC(=O)Nc1ccc(S(=O)(=O)NNC(=O)COc2ccc(C)cc2)cc1	-13%	10%	2	-4%	-11%	-1	7%	-4%	12%
COc1cc(S(=O)(=O)N(Cc2ccccn2)Cc2ccccc2Cl)ccc1-n1cnnn1	0%	-3%	-13	2%	-26%	0	2%	-3%	17%
CC(C)CCNC(=O)Cc1ccccc1[N+](=O)[O-]	0%	10%	-1	-2%	-6%	31	-4%	12%	6%
Cc1oc2ncn(CC(C)C)c(=O)c2c1C(=O)NCCc1ccc(Cl)cc1	/	2%	5	2%	-7%	/	/	/	/
CC1(C)CN=C(c2ccccc2)NC1	-8%	2%	6	-2%	9%	-15	7%	4%	4%
COc1ccc2oc(C)c(C(N)=O)c2c1	-11%	-1%	-3	-6%	3%	4	-10%	-2%	-5%
Cn1c(/C=C/c2ccc(Cl)cc2)c([N+](=O)[O-])c(=O)n(C)c1=O	18%	?	-7	?	-3%	-100*	?	7.3µM*	?
Cc1ccccc1-n1nc2c(c1NC(=O)c1ccc3c(c1)OCO3)CS(=O)(=O)C2	-1%	-1%	6	14%	17%	0	-2%	0%	5%
O=C(CN1C(=O)C2CC=CCC2C1=O)Nc1nnc(SCc2ccc(F)cc2)s1 (stereo not drawn)	0%[9.22 µM]	26%	0	-4%	8%	0	-1%	21%	2%
O=C(COC(=O)c1ccco1)Nc1nc2ccc([N+](=O)[O-])cc2s1	-12%	-11%	-5	23%	-25%	-6	5%	10%	6%
Cc1cccc2c(=O)c(C(=O)NCc3cccs3)c[nH]c12	1%	7%	0	-5%	-4%	-5	?	-2%	?
Cc1nc(C)n(CCNC(=O)c2ccco2)n1	1%	3%	0	5%	13%	-3	-2%	0%	-2%
CCOC(=O)c1sc2nc(C)nc(SCC(=O)NC(C)CCc3ccccc3)c2c1C (stereo not drawn)	1%	10%	-2	4%	-51%	7	-1%	-1%	-5%
COc1ccc(CN2CCNC(=O)C2CC(=O)NCCSc2nccn2C)c(OC)c1 (stereo not drawn)	-1%[1.84 µM]	-7%	-5	3%	13%	15	-2%	?	-1%
CN(C(=O)COC(=O)c1ccc(S(=O)(=O)N2CCOCC2)cc1)c1ccccc1	-16%	-8%	-3	-19%	0%	1	19%	0%	1%
O=c1cc(-c2ccccc2)nc(SCc2ccc(F)cc2)[nH]1	-5%	5%	1	1%	-16%	-10	25%	-3%	11%
C[C@H](CO)N1C[C@H](C)[C@@H](CN(C)C(=O)NC2CCCCC2)Oc2ccc(NS(C)(=O)=O)cc2C1=O	-3%	?	-7	4%	-20%	-3	2%	-3%	-15%
COc1ccccc1N1CCN(S(=O)(=O)c2cc(-c3cc(C)no3)ccc2C)CC1	/	1%	4	2%	0%	/	/	/	/
CCOC(=O)c1cc2sc(C)cc2n1CC(=O)N1CCc2ccccc21	-4%	-1%	-11	-1%	21%	21	11%	-3%	7%
CC(=O)C(CC(=O)N1CCCc2ccccc21)C(=O)Nc1ccc(F)cc1 (stereo not drawn)	-7%[9.22 µM]	-8%	-4	-2%	-25%	35	-1%	-7%	-8%
Cn1cc(S(=O)(=O)N2CCCC2)cc1C(=O)NCc1ccc(F)cc1	1%	-1%	4	?	9%	-6	1%	0%	9%
O=S(=O)(Nc1ccon1)c1ccc(F)c(F)c1	3%	-4%	-6	5%	21%	47	7%	-1%	17%
Cc1ccc(C(=O)C2=C(O)C(=O)N(c3ncccn3)C2c2ccc(F)cc2)o1 (stereo not drawn)	-132%[inhibitor]	-15%	-6	-12%	9%	21	6%	?	11%

Random excerpt: 6 compounds from above, in no set order.
SMILES	SW480 rereplic	GLP1R cytotox	DRD3 agonist	KB-3-1 tox	KB-V1 MDR tox	IL-1B inflam inh	HT1080 IDH1KD tx	MCF10A rereplic	HT1080-NT tox
CCOc1ccccc1CNS(=O)(=O)c1ccc(-c2cnc(C3CC3)o2)cc1	?	?	0&-9	1.2µM*	1.5µM*!	32	1.2µM*	1.3µM*	7.3µM*
C[C@H](CO)N1C[C@H](C)[C@@H](CN(C)C(=O)NC2CCCCC2)Oc2ccc(NS(C)(=O)=O)cc2C1=O	-3%	?	-7	4%	-20%	-3	2%	-3%	-15%
O=c1cc(-c2ccccc2)nc(SCc2ccc(F)cc2)[nH]1	-5%	5%	1	1%	-16%	-10	25%	-3%	11%
COc1cccc(Nc2nc(-c3sc(C)nc3C)cs2)c1	-16%	-12%	-2	0%	-9%	3	-13%	?	-17%
CCc1ccc(C(=O)NNC(=O)C2CSC3(C)CCC(=O)N23)cc1 (stereo not drawn)	2%	4%	3	12%	1%	1	9%	-3%	6%
CCOC(=O)c1sc2nc(C)nc(SCC(=O)NC(C)CCc3ccccc3)c2c1C (stereo not drawn)	1%	10%	-2	4%	-51%	7	-1%	-1%	-5%

Later entries
SMILES	SW480 rereplic	GLP1R cytotox	DRD3 agonist	KB-3-1 tox	KB-V1 MDR tox	IL-1B inflam inh	HT1080 IDH1KD tx	MCF10A rereplic	HT1080-NT tox
COc1cccc(/C=C2\Oc3cc(OCC(=O)N4CCCCC4)ccc3C2=O)c1OC	1%	25%	2	10%	-27%	0	0%	?	-11%
COc1cc(OC)nc(C(NC(=O)C2CCN(Cc3c[nH]c4ccccc34)CC2)c2ccc(Cl)cc2)n1 (stereo not drawn)	/	?	-18	?	?	-61*	-22%	/	5.8µM*
O=c1cc(NCc2ccccc2)[nH]c(=O)[nH]1	-3%	-9%	2	16%	16%	4	7%	-1%	9%
CCOc1ccc(NC(=S)NN(C)C(=S)Nc2ccc(OCC)cc2)cc1	28%	?	3	10%	?	0	11%	11%	0%
C#CCOCCOCCOCCNc1nc(N2CCN(C(=O)C(Cc3ccc(O)cc3)n3cc(C(N)CC(C)C)nn3)CC2)nc(N2CCN(C(=O)C(Cc3ccc(O)cc3)n3cc(C(N)C(C)CC)nn3)CC2)n1 (stereo not drawn)	13%[9.22 µM]	-16%	-9	5%	3%	7	2%	4%	-2%
COc1ccc(NS(=O)(=O)c2cccc(C(=O)OCC(=O)N3CCN(c4ccc(OC)cc4)CC3)c2)cc1	-2%	5%	7	-14%	?	-11	-20%	5%	-4%
O=C1CC(c2cccc(Br)c2)c2cc3c(cc2N1)CCC3 (stereo not drawn)	-3%	-21%	1	18µM*	7.3µM*	-12	4.5µM*	?	4.5µM*
COc1cc(-c2noc(CN3CCN(c4cccc(Cl)c4)CC3)n2)cc(OC)c1OC	/	19%	0	-7%	-1%	/	/	/	/
N#C/C(=C\c1ccccc1)C(=O)Nc1nncs1	?	-2%	-9	2%	-2%	-7	-4%	9%	0%
Cc1ccc(C(NC(=O)c2ccccc2S(C)(=O)=O)c2ccccc2)cc1 (stereo not drawn)	19%	0%	0	0%	0%	4	-3%	3%	-10%
CCc1nnc(NS(=O)(=O)c2ccc(NC(=S)NC(=O)/C=C/c3ccc(C(C)C)cc3)cc2)s1	-9%	0%	-6	-3%	14%	22	?	0%	?
CCOC(=O)/C(=N\Nc1ncnc2ccccc12)c1ccc(OC)cc1	12%	17%	-7	-6%	-8%	21	0%	-21%	-24%
O=C(CCNC(=O)c1ccc(Br)cc1)NCC(c1ccco1)N1CCCCC1 (stereo not drawn)	-16%	-9%	-3	2%	1%	-20	-1%	2%	-5%
Oc1ccc(-c2nnc(SCc3ccccc3)o2)cc1	24%	-2%	6	-2%	23%	17	-9%	?	-1%
Cc1cnc(NC(=O)CCNC(=O)c2ccccc2Cl)s1	3%	2%	2	-2%	15%	18	12%	-11%	6%
CCOC(=O)C1(CC2CCCCO2)CCN(C(=O)Nc2ccccc2SC)CC1 (stereo not drawn)	1%	-5%	6	0%	-5%	21	6%	-9%	7%
Cc1cc(=O)oc2cc(O[C@@H]3O[C@H](CO)[C@@H](O)[C@H](O)[C@H]3O)ccc12	-11%	2%	0	15%	-17%	-10	10%	-2%	8%
O=C(NC1CC1)C1CC(=O)N(C2CCCCC2)C1 (stereo not drawn)	-7%	5%	15	0%	18%	9	6%	4%	-2%
Cc1ccccc1N=CC=C1OC(C)(C)C(C)(C)O1	5%	-13%	4	-15%	-18%	-17	-2%	16%	0%
Cc1ccc(S(=O)(=O)/N=C(\N)Nc2nc(C)c3cc(C)c(C)cc3n2)cc1	-5%	-8%	10	-5%	-8%	-2	7%	-2%	14%
O=C(NNC(=O)C1CCCN(c2ncccn2)C1)c1ccncc1 (stereo not drawn)	10%	-18%	-2	2%	0%	0	7%	-2%	11%
COc1ccc(OCCOc2ccc(/C=C3\C(=N)N4N=C(C)SC4=NC3=O)cc2)cc1	0%	2%	-4	16%	?	-8	4%	4%	4%
COc1ccccc1/C=C/C(=O)NCc1ccccn1	-4%	-3%	5	-6%	3%	-19	11%	2%	3%
CCCCOC(=O)N1CCOCCOCCN(C(=O)OCCCC)CCOCCOCC1	-2%	-24%	-2	-2%	-33%	-17	-2%	3%	5%
